CTSL1 counter: blocks F. hepatica cathepsin L1 in PFM18AAP counter-screen; recombinant F. hepatica cathepsin L1, Z-Leu-Arg-MCA fluorescence; inhibition, % at 5.96 µM; 300,000 compounds, 0.49% hits; AID 1906;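 active = inhibition above the mean of all tested compounds plus 3 SD, set per screening campaign, cut at about 17% in these data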;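 also: 0% = plate median of test compound wells and 100% = 1 µM Z-Phe-Ala-diazomethylketone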
GRK2 aptamer HTS: human GRK2 inhibition via aptamer displacement. bead flow cytometry, FAM-aptamer displacement from GRK2. inhibition of aptamer binding, % at 10 µM. 330,000 compounds, 0.59% hits. AID 488847;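 active = inhibition of aptamer binding above 40%, roughly 3 SD of noise, on plates passing a quality check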;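 also: median bead fluorescence of bound FAM aptamer so fluorescent compounds give negative values; no value below 0 was filed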
PP5 primary: PP5 (human) phosphatase inhibition. purified PP5c, OMFP substrate fluorescence. AID 1987. inhibition, % at 6.7 µM. 320,000 compounds, 0.18% hits;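 active = inhibition above the campaign's mean inhibition across all tested compounds plus 3 SD, cut at about 9.5% in these data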;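 also: 0% = DMSO only and 100% = 100 µM cantharidin control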
Target sequence (P53041 whole entry, looked up): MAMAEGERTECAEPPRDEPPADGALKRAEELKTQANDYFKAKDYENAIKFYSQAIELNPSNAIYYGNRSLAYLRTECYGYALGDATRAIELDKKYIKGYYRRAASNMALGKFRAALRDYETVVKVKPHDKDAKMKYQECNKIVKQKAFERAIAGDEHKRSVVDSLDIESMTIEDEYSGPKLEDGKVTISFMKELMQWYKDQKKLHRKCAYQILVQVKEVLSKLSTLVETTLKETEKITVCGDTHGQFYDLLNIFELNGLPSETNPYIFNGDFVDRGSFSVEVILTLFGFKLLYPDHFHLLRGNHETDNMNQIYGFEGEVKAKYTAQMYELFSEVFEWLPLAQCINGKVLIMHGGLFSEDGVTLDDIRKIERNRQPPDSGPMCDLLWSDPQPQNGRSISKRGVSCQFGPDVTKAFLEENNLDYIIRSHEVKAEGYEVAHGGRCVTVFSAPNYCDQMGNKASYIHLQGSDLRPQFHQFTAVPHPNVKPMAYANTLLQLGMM
proCasp7 act: activates human procaspase-7, counter-screen for procaspase-3 activators. P55210. recombinant procaspase-7, Ac-DEVD-pNA absorbance 405 nm; D23A/D198A/D206A triple mutant, cannot self-cleave; scale: DMSO 0, 5 µM enzyme 100. activation, % at 8.5 µM. 330,000 compounds, 0.093% hits. AID 463210;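 active = percent activation above the screen-wide mean plus 3 SD, cut at about 25% in these data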
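Detection: p-Nitroaniline absorbance at 405 nm, read at 0 and 120 min; system: Uncleavable procaspase-7 mutant enzyme; evaluation: % activation from two-timepoint absorbance difference, scaled to controls; times: 1 h enzyme–compound preincubation and 2 h substrate reaction, both 25 °C; buffer or medium: Zinc-free HEPES pH 7.4 with 300 mM NaCl, 0.01% Triton X-100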
proCasp3 act: procaspase-3 (human) activation | recombinant procaspase-3 D3A, Ac-DEVD-pNA absorbance 405 nm | P42574 | 330,000 compounds, 0.11% hits | activation, % at 8.5 µM;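 active = activation above the mean of all tested compounds plus 3 SD, cut at about 21% in these data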;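 also: 0% = DMSO alone and 100% = DMSO wells spiked with extra 5 µM PC-3 D3A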
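System: Procaspase-3 D3A mutant. Medium: Zinc-free 300 mM NaCl, 50 mM HEPES, 0.01% Triton X-100. Schedule: 1 h preincubation plus 2 h reaction at 25 °C. Measured by: 405 nm absorbance of p-nitroaniline, reads at 0 and 120 min. Read-out: percent activation relative to control range.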
VLA-4 inh: inhibition in a human VLA-4 binding assay; P13612; VLA-4 expressing cells, ligand binding flow cytometry; inhibition, % (about 7 µM as worked out from the volumes in the protocol); 330,000 compounds, 0.2% hits; AID 2557; in the data active = inhibition above about 50%
HCV core dimer: HCV core protein dimerization inhibition; 300,000 compounds, 0.33% hits; inhibition, % at 5 µM; TR-FRET GST/Flag-core106 dimerization, 1536-well;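 active = inhibition above the mean of all tested compounds plus 3 SD, set per screening campaign, cut at about 45% in these data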
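Test system: GST/Flag-tagged HCV core106 proteins; Medium: KF-containing HEPES buffer, pH 7.45, DTT, CHAPS, BSA; Times: compound-protein-antibody incubation 4 h at 22.5 °C; Detection: TR-FRET 671 and 617 nm emission; Benchmarks: wells lacking GST-core106 and wells with excess unlabelled core106.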
PP1 counter: PP1-alpha (human) inhibition in PP5 counter-screen. purified PP1alpha, OMFP fluorescence. 320,000 compounds, 0.9% hits. inhibition, % at 6.7 µM;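 active = inhibition above the mean inhibition of all tested compounds plus 3 SD, computed separately for each screening campaign, cut at about 15% in these data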
JMJD2C inh: human JMJD2C demethylase inhibition | GST-JMJD2C(1-420) H3K9me3 demethylation, DELFIA europium | inhibition, % at 2.35 µM | 330,000 compounds, 0.069% hits | AID 2099 | Q9H3R0;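 active = more than half of a compound's replicate wells show inhibition beyond 50%, single wells judged on their own value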;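 also: signal counts dimethyl H3K9 product captured on neutravidin plate; 0% = median of DMSO wells and 100% = 0.3 times that DMSO median; strong numbers were not always called active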
Target sequence (Q9H3R0 1-420 limits assumed): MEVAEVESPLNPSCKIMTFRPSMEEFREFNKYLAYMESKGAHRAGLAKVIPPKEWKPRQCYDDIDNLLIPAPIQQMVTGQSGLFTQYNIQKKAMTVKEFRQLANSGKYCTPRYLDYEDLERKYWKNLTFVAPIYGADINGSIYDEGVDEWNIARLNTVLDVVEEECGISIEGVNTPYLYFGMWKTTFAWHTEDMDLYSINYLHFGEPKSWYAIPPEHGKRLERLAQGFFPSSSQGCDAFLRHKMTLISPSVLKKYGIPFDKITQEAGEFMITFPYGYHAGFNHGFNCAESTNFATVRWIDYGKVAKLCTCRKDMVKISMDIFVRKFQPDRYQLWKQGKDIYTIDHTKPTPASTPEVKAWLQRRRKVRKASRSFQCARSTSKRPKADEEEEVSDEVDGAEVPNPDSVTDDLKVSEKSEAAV
* marks the source's active call; other numbers are inactive results; i = inactive; x = not tested or not shown; & = joins results of further samples.

Values in the order: VLA-4 inh, PP1 counter, GRK2 aptamer HTS, PP5 primary, CTSL1 counter, JMJD2C inh, proCasp7 act, proCasp3 act, HCV core dimer
Cc1ccc(C(=O)C2CCN(C(=S)NCC3CCCO3)CC2)cc1 (stereo not given)
→ -9, 4, 0, -0.1, 0, -16, 2, -5, -2
Nc1nc2ccccc2n1CCOc1ccc(Br)cc1
→ 17, 9, 0, 0.1, -4, 2, -2, -8, -7
COc1cc(/C=C/C(=O)OCC(=O)NC2CC2)cc(OC)c1OC
→ 3, x, 1, x, x, -2, 5, 6, x
Cc1ccc(C(=O)N2CCC3(CC2)Oc2ccc(F)cc2C(=O)C32CC(c3ccc(Cl)cc3)=NO2)s1 (stereo not given)
→ -4, -2, 0, 0.0, 2, 11, 3, 2, 18
O=C(N/N=C/c1c[nH]c2ccccc12)c1ccccc1O
→ -3, 2, 2, 1.9, 6, 2, -2, -3, -6
CCOC(=O)N1CCN(S(=O)(=O)c2ccc(C(=O)N(CCN(C)C)c3nc4ccc(Cl)cc4s3)cc2)CC1
→ 3, -1, 0, -0.9, -1, 7, 0, 8, -3
O=C1CSC(=Nc2ccccc2)N1Cc1ccccc1
→ 5, 1, 0, 2.4, 0, 1, 6, -2, -5
COc1ccccc1NC(=O)CSc1nnc(C2CCCCC2)o1
→ 4, -2, 0, -0.7, -4, 9, 1, -2, 4
CCN1CCN(C(=S)Nc2sc(C)c(-c3ccccc3)c2C(=O)OC)CC1
→ 2, 1, 0, 5.1, 2, -1, -8, -15, 4
CC(=O)NC(=S)Nc1ccc2oc(=O)ccc2c1
→ 20, -10, 0, -1.7, -2, -3, 0, -9, -1
COc1cc2c(cc1OC)C(c1ccccc1)NC(C)(C)C2 (stereo not given)
→ -6, -2, 2, 0.1, -2, -1, 3, 0, -9
Cc1ccc(S(=O)(=O)N(C)CC(=O)NCCCn2ccnc2)cc1
→ 0, -2, 0, -0.3, 0, 7, 0, -1, -6
O=C(NCC1CCCN1S(=O)(=O)c1cccs1)C(=O)Nc1ccccc1 (stereo not given)
→ 7, -1, 0, 0.9, 2, 2, 1, 11, 3
O=C(CN1CCCCCC1)N/N=C/c1cccs1
→ 20, -1, 2, -0.1, 0, -23, 0, 3, -4
CN(C(=O)c1ccccc1C(=O)OCC(=O)NCc1ccccc1)C1CCCCC1
→ -4, -3, 2, -1.8, -1, 9, -10, -3, -3
COc1ccc(-c2ccc(OC)c([C@H]3[C@H]4C=CC[C@@H](C)[C@@H]4C(=O)N3Cc3ccccc3)c2)cc1OC
→ 21, -5, 1, 1.8, -4, -2, 8, 2, -3
CC(=O)Nc1c(C(=O)O)oc2ccccc12
→ -9, 1, 2, 0.6, -4, -1, 7, 1, -4
COc1ccccc1CCNS(=O)(=O)c1cn(C)c(=O)n(C)c1=O
→ 36, -2, 0, -0.7, -3, -8, 4, 15, -4
Cc1ccc2c(C)c(C(=O)Nc3c(C)n(C)n(-c4ccccc4)c3=O)oc2c1C
→ 2, 1, 28, -0.1, -3, -1, 0, -2, -8
c1ccc(CNC2=NCCCCC2)cc1
→ -2, -5, 0, 3.3, 0, -3, -11, 5, 0

A run of entries from further up, for reference:
Values in the order: VLA-4 inh, PP1 counter, GRK2 aptamer HTS, PP5 primary, CTSL1 counter, JMJD2C inh, proCasp7 act, proCasp3 act, HCV core dimer
Cc1ccc(C(=O)C2CCN(C(=S)NCC3CCCO3)CC2)cc1 (stereo not given)
→ -9, 4, 0, -0.1, 0, -16, 2, -5, -2
Nc1nc2ccccc2n1CCOc1ccc(Br)cc1
→ 17, 9, 0, 0.1, -4, 2, -2, -8, -7
COc1cc(/C=C/C(=O)OCC(=O)NC2CC2)cc(OC)c1OC
→ 3, x, 1, x, x, -2, 5, 6, x
Cc1ccc(C(=O)N2CCC3(CC2)Oc2ccc(F)cc2C(=O)C32CC(c3ccc(Cl)cc3)=NO2)s1 (stereo not given)
→ -4, -2, 0, 0.0, 2, 11, 3, 2, 18
O=C(N/N=C/c1c[nH]c2ccccc12)c1ccccc1O
→ -3, 2, 2, 1.9, 6, 2, -2, -3, -6
CCOC(=O)N1CCN(S(=O)(=O)c2ccc(C(=O)N(CCN(C)C)c3nc4ccc(Cl)cc4s3)cc2)CC1
→ 3, -1, 0, -0.9, -1, 7, 0, 8, -3
O=C1CSC(=Nc2ccccc2)N1Cc1ccccc1
→ 5, 1, 0, 2.4, 0, 1, 6, -2, -5
COc1ccccc1NC(=O)CSc1nnc(C2CCCCC2)o1
→ 4, -2, 0, -0.7, -4, 9, 1, -2, 4
CCN1CCN(C(=S)Nc2sc(C)c(-c3ccccc3)c2C(=O)OC)CC1
→ 2, 1, 0, 5.1, 2, -1, -8, -15, 4
CC(=O)NC(=S)Nc1ccc2oc(=O)ccc2c1
→ 20, -10, 0, -1.7, -2, -3, 0, -9, -1
COc1cc2c(cc1OC)C(c1ccccc1)NC(C)(C)C2 (stereo not given)
→ -6, -2, 2, 0.1, -2, -1, 3, 0, -9

Next section.
Values in the order: VLA-4 inh, PP1 counter, GRK2 aptamer HTS, PP5 primary, CTSL1 counter, JMJD2C inh, proCasp7 act, proCasp3 act, HCV core dimer
S=C(Nc1ccc(Cl)cc1)N1CCN(C2CCCCC2)CC1
→ 7, -2, 3, 0.0, 6, 0, -5, -6, 0
COc1ccc(Br)cc1/C=c1\sc2nc(-c3ccco3)nn2c1=O
→ 1, 1, 0, 1.3, 2, 2, -27, -18, 57*
C#CCn1cc(/C=N/NC(=O)COc2cccc3cccnc23)c2ccccc21
→ 8, 2, 0, 2.2, -3, -8, 5, 3, -9
CC(NC(=O)c1ccc(NC(=O)CC2SC(N3CCCC3)=NC2=O)cc1)c1ccc(S(N)(=O)=O)cc1 (stereo not given)
→ 2, -6, 2, 2.7, 0, i, 1, 4, -3
CCOc1cc(N2CCOCC2)c(OCC)cc1NC(=O)COC(=O)CCOc1ccc(C)cc1
→ 1, -2, 1, 0.2, -48, 1, -1, 10, -23
CC(OC(=O)CCC(=O)c1cccs1)C(=O)Nc1ccccc1[N+](=O)[O-] (stereo not given)
→ 0, -2, 0, -0.8, -71, -10, 5, -3, -1
O=C(CSc1ccc(-c2ccccn2)nn1)N1CCCC1
→ 0, -6, 1, -0.3, -1, -1, 10, 9, -3
COc1cccc(/C=C/C(=O)NCCc2ccc3c(c2)OCCO3)c1
→ 7, 0, 0, 0.5, 4, 9, 2, 1, 6
CCCCc1nc2cc(C(=O)N3CCC(OC)CC3)ccc2o1
→ 23, 0, 0, 0.3, -4, -12, 4, -7, -11
O=C(Cn1nc(-c2ccccc2)c2ccccc2c1=O)NCC1CCCO1 (stereo not given)
→ 19, -10, 0, 1.2, 0, 0, 2, -5, 0
CCN(CCC#N)c1ccc(/C=N/Nc2nc(C)cc(=O)[nH]2)c(C)c1
→ 9, -3, 1, 3.4, 1, -1, -5, 0, -9
Cc1[nH]c2ccc(C(=O)NC3CCC(C)CC3)cc2c1C (stereo not given)
→ 32, 1, 0, 2.8, -3, x, -1, 11, -14
CC1Cc2cc(S(=O)(=O)N3CCCCC3C)ccc2N1C(=O)C1CCC1 (stereo not given)
→ 4, 6, 1, -0.6, 1, 8, 7, 1, 10
Cc1cc2nc(SCCOC(=O)Nc3ccccc3)nc(C)c2cc1C
→ -5, 5, 2, 2.8, 3, -7, 2, 3, 2
CCCCSCCCNC(=O)CCCN1C(=O)c2ccccc2Sc2ncccc21
→ -3, -2, 0, -0.3, 3, -9, -3, -1, 4
CC(CC(=O)O)CC(=O)Nc1nncs1 (stereo not given)
→ 4, 4, 0, 3.3, -3, 1, -4, 1, 0
COc1ccccc1N1CCN(C(=O)c2ccc(-c3nc4ccccc4s3)o2)CC1
→ -4, 1, 2, 2.5, x, x, 4, 1, x
CCOC(=O)Cn1c(S(=O)(=O)Cc2ccccc2Cl)nc(-c2ccccc2)c1-c1ccccc1
→ 7, 9, 2, 4.2, -3, 2, -6, 5, 9
COc1ccc(N(CC(=O)Nc2ccc3c(c2)OCO3)S(=O)(=O)c2ccccc2)c(OC)c1
→ -7, 2, 1, 0.9, 6, -14&-2, 4, 8, 15
Cc1c(C(=O)OCC[N+]2(C)CCCCC2)oc2ccccc12
→ 14, -2, 1, 0.6, -4, -14, 11, 0, -2

Additional structures follow:
Values in the order: VLA-4 inh, PP1 counter, GRK2 aptamer HTS, PP5 primary, CTSL1 counter, JMJD2C inh, proCasp7 act, proCasp3 act, HCV core dimer
COc1ccc(S(=O)(=O)N(c2onc(C)c2Cl)S(=O)(=O)c2ccc(OC)c(OC)c2)cc1OC
→ -15, -2, 1, 1.8, 0, -6, -5, -14, 2
N#Cc1nc(-c2ccccc2)oc1N1CCN(C(=O)c2ccco2)CC1
→ 9, -1, 0, -0.7, 3, -1, -2, 8, -8
Cc1nc2c(-c3ccccc3)c(C)nn2c(C)c1CCC(=O)N1CCOCC1
→ 19, -3, 1, 0.2, 3, -1, 4, 4, -5
COc1ccccc1CCN1CCCC(CN(C)C(=O)CCC(N)=O)C1 (stereo not given)
→ 14, -4, 0, 2.8, -4, -1, -1, 0, -8
Cc1n[nH]c(=O)c2c(NC(=O)COC(=O)c3cccc(OC(F)F)c3)oc(C)c12
→ 23, 0, 3, -1.7, -2, -6, -1, -10, -1
CNc1c(NS(=O)(=O)c2ccc3c(c2)CCCC3)c(=O)oc2ccccc12
→ -3, -4, 0, -0.3, 6, 2, 1, 4, 6
Cc1onc(-c2c(F)cccc2Cl)c1C(=O)N1CCN(S(C)(=O)=O)CC1
→ 14, -2, 0, 2.5, -3, 32, 5, -5, 0
O=C(NC1CCN(S(=O)(=O)c2ccccc2)CC1)C1CCCCC1
→ 13, -2, 0, 0.4, -5, 7, 3, 1, -7
CSc1ccccc1NC(=O)COC(=O)c1ccc(O)cc1
→ 17, -1, 4, -2.8, -2, -31, 2, 4, 1
CCS(=O)(=O)Nc1ccc(C(=O)CC2(O)C(=O)Nc3ccccc32)cc1 (stereo not given)
→ 1, -3, 2, -3.0, 3, 5, 12, -1, 0
CCOc1ccccc1C(=O)NCC(=O)OCC(=O)c1ccc2c(c1)OCCO2
→ 6, -15, 0, 3.6, -43, -8, -1, 6, -5
CCCCCOc1ccc(C(=O)OC(C)C(=O)NCc2ccco2)cc1 (stereo not given)
→ 2, -4, 0, 4.9, 0, -2, 7, 2, 8
COc1cc(CCC(=O)OCC(=O)Nc2c(F)cccc2F)cc(OC)c1OC
→ -6, 2, 0, 0.5, -29, -6, -7, 2, -4
Cc1ccc(Cl)cc1NC(=O)CCC(=O)NCc1ccco1
→ 13, -7, 3, -0.1, -3, -1, 4, -3, -4
CC(C)NC(=O)NC(=O)COC(=O)c1ncc(Cl)c(Cl)c1Cl
→ -4, -2, 3, -0.9, -3, 13, 7, -6, 1
O=c1[nH][nH]c(=O)c2c(NS(=O)(=O)c3ccccc3)cccc12
→ 7, 0, 0, -1.1, 4, 10, 6, -1, 3
